KCNQ2 block: KCNQ2 potassium channel inhibitors, primary screen, cell-based, CHO-K1, FluxOR thallium flux, B-score (AID 2156); 20 min; stronger effect = lower value; B-score at 10 µM; Potassium voltage-gated channel subfamily KQT member 2 (Rattus norvegicus), O88943; 1.1% of 310,000 active;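 active = fluorescence ratio B-score at most minus 3 library SDs, with starting brightness B-score within 2 library SDs, cut at about -5.5 in these data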
Kir21 inh: inhibitors of mouse Kir2.1 inward-rectifier potassium channel | AID 1672, 2009 | 0.85% of 310,000 active | HEK293-Kir2.1, FluxOR thallium flux fluorescence; stronger effect = lower value | B-score at 10 µM | Inward rectifier potassium channel 2 (Mus musculus), P35561;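 active = fluorescence ratio B-score at or below minus 3 SD of library scores, with starting-brightness B-score within 2 SD, cut at about -4.2 in these data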;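 also: channel flux triggered by added potassium and thallium sulfate stimulus; B-score of peak minus minimum fluorescence over baseline after thallium stimulus; more negative B-score means stronger Kir2.1 block with less thallium influx; some compounds called inactive have numbers as strong as hits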
Target sequence (P35561 whole entry, looked up): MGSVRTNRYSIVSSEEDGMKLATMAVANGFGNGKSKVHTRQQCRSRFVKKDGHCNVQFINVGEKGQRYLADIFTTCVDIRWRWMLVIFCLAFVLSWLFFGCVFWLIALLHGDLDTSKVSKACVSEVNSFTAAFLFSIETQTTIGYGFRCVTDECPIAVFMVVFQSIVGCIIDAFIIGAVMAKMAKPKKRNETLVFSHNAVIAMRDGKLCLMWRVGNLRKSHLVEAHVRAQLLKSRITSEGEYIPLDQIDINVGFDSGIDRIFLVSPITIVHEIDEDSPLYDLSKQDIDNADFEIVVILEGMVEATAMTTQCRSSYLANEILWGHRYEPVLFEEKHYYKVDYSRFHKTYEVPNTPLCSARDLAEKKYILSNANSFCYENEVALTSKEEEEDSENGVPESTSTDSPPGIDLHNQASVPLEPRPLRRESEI
* marks the source's active call; other numbers are inactive results.

How did COc1ccc(CCNC(=O)c2nnn(CC(=O)Nc3cccc(F)c3)c2N)cc1OC do in these assays?
KCNQ2 block: inactive; Kir21 inh: -0.19

Results for Cc1ccc(C)c(OCCCC(=O)Nc2ccc(N3CCOCC3)cc2)c1 ?
KCNQ2 block: inactive; Kir21 inh: 1.2

Results for O=S(=O)(NCCOCC(F)(F)C(F)F)c1ccc2oc3ccccc3c2c1 ?
KCNQ2 block: inactive; Kir21 inh: 1

How did Nc1ccc(Nc2nc(-c3cc4ccccc4oc3=O)cs2)cc1 do in these assays?
KCNQ2 block: inactive; Kir21 inh: -0.22

How did COc1ccc2[nH]c(C(=O)N3CCCN(Cc4ccc(F)cc4)CC3)cc2c1 do in these assays?
KCNQ2 block: inactive; Kir21 inh: -3.6

How did COc1cccc([C@@H]2Oc3ccc(OC)cc3C(=O)[C@H]2OC(=O)NCc2ccc3c(c2)OCO3)c1 do in these assays?
KCNQ2 block: inactive; Kir21 inh: 0.53

How did O=C(NCCc1ccccc1)c1ccc(-c2ccccc2Cl)o1 do in these assays?
KCNQ2 block: inactive; Kir21 inh: -0.35

What do the screens show for `CCOC(=O)NN=C1CN(S(=O)(=O)c2ccc(C)cc2)C1`?
KCNQ2 block: inactive; Kir21 inh: 0.85

Results for COc1ccccc1CC(=O)N1CCC(CCC(=O)NC2CC2)CC1 ?
KCNQ2 block: inactive; Kir21 inh: 0.77

What do the screens show for `CC[N+](CC)(CC#Cc1ccccc1)CC(=O)c1ccc(Cl)cc1`?
KCNQ2 block: inactive; Kir21 inh: 0.81

What do the screens show for `COc1ccc(CCNC(=O)C2CC(=O)N(c3ccccc3)C2)cc1OC` (stereo not drawn)?
KCNQ2 block: inactive; Kir21 inh: 0.53

Results for COc1cc2c(cc1OC)C(c1cc(OC)c(OC)c(OC)c1)NCC2 (stereo not drawn) ?
KCNQ2 block: inactive; Kir21 inh: -0.71

What do the screens show for `CC(C)c1ccc(/C=N/NC(=O)c2ccccc2Cl)cc1`?
KCNQ2 block: inactive; Kir21 inh: 1.2

Results for Cc1ccc(NC(=O)C2(S(=O)(=O)c3ccc(Cl)cc3)CC2)c(Br)c1 ?
KCNQ2 block: inactive; Kir21 inh: -2.6

How did O=C(NCCc1ccccc1)C1CCN(S(=O)(=O)c2ccccc2)CC1 do in these assays?
KCNQ2 block: inactive; Kir21 inh: 2.5

How did Cc1ccc(NC(=O)CCSc2nnc(C)s2)cc1 do in these assays?
KCNQ2 block: inactive; Kir21 inh: 0.85

Results for CC(C)(C)NS(=O)(=O)c1ccc2nc(NC(=O)Cc3cccs3)sc2c1 ?
KCNQ2 block: inactive; Kir21 inh: -3

Results for COc1ccc(C(=O)NCC(=O)OCC(=O)c2ccc3c(c2)NC(=O)CO3)cc1 ?
KCNQ2 block: inactive; Kir21 inh: 1.5

Results for Cc1ccc(C(=O)CCC(=O)OCC(=O)N(C)c2c(N)n(Cc3ccccc3)c(=O)[nH]c2=O)cc1 ?
KCNQ2 block: inactive; Kir21 inh: -0.67

What do the screens show for `Cc1ccc2[nH]c(=O)c3cc(C(=O)N(C)Cc4ccco4)sc3c2c1`?
KCNQ2 block: inactive; Kir21 inh: -0.63

Of the compounds above, 3 have fluorine.
How did COc1ccc(CCNC(=O)c2nnn(CC(=O)Nc3cccc(F)c3)c2N)cc1OC do in these assays?
KCNQ2 block: inactive; Kir21 inh: -0.19

Results for O=S(=O)(NCCOCC(F)(F)C(F)F)c1ccc2oc3ccccc3c2c1 ?
KCNQ2 block: inactive; Kir21 inh: 1

How did COc1ccc2[nH]c(C(=O)N3CCCN(Cc4ccc(F)cc4)CC3)cc2c1 do in these assays?
KCNQ2 block: inactive; Kir21 inh: -3.6

Later entries:
Results for Cc1ccc2sc(-c3ccc(NC(=O)/C=C\C(=O)O)cc3)nc2c1 ?
KCNQ2 block: inactive; Kir21 inh: 0.31

How did CCn1c(SCC(=O)c2cc(C)ccc2C)nc2cc(S(=O)(=O)N3CCOCC3)ccc21 do in these assays?
KCNQ2 block: inactive; Kir21 inh: -2.6

Results for O=c1oc2cc(OCc3ccc(F)cc3F)ccc2cc1-c1ccc2ccccc2n1 ?
KCNQ2 block: inactive; Kir21 inh: -0.46

Results for Cc1ccc(S(=O)(=O)N(C)C)cc1NC(=S)NCCCn1ccnc1 ?
KCNQ2 block: inactive; Kir21 inh: -0.17

What do the screens show for `C/C(=N/NC(=O)c1cc(-c2ccc(Br)s2)[nH]n1)c1ccco1`?
KCNQ2 block: inactive; Kir21 inh: 0.13

How did O=C1N(Cc2cccnc2)C[C@@H]2C[C@@H](c3cccc(OCc4ccccc4)c3)N3CCC[C@@]123 do in these assays?
KCNQ2 block: inactive; Kir21 inh: -0.45

What do the screens show for `Cc1cc(C(=O)N/N=C/c2ccc(-c3ccc(C)c(Cl)c3)o2)n[nH]1`?
KCNQ2 block: inactive; Kir21 inh: 2.1

Results for O=c1cc(CN2CCOCC2)c2cc(Cl)ccc2o1 ?
KCNQ2 block: inactive; Kir21 inh: 1.4

What do the screens show for `CC(C)(CNC(=O)C1CCCC1)CNC(=O)C1CCCC1`?
KCNQ2 block: inactive; Kir21 inh: 0.75

Results for O=C(CSc1nnc(NC(=O)c2ccccc2Cl)s1)Nc1ccc2c(c1)oc1ccccc12 ?
KCNQ2 block: inactive; Kir21 inh: 1.1

Results for COC(=O)C1=C(C)N(CC2CCCO2)C(=O)/C1=C\c1ccc(O)cc1 (stereo not drawn) ?
KCNQ2 block: inactive; Kir21 inh: -0.7

Results for COc1ccc(NC(=S)N(CCCN2CCOCC2)Cc2ccco2)cc1 ?
KCNQ2 block: inactive; Kir21 inh: 0.08

Results for CC(=O)c1ccc(COC(=O)c2cc3ccccc3oc2=O)cc1 ?
KCNQ2 block: inactive; Kir21 inh: 1.1

What do the screens show for `Cc1ccc2c(C)c(C(=O)N(C)C(C)c3ccncn3)oc2c1C` (stereo not drawn)?
KCNQ2 block: inactive; Kir21 inh: -0.14

How did O=C(CN1C(=O)CCSc2ccccc21)NC1CCCCC1 do in these assays?
KCNQ2 block: inactive; Kir21 inh: 0.83

Results for CC(=O)N=Cc1c(C)c(C#N)c(=O)n(C)c1O ?
KCNQ2 block: inactive; Kir21 inh: 2.8

How did O=C(c1coc2ccc(O)cc12)C1CC1 do in these assays?
KCNQ2 block: inactive; Kir21 inh: 1.3

What do the screens show for `O=C(c1ccc2c(c1)OCO2)N1CCCC(c2ccccc2)C1` (stereo not drawn)?
KCNQ2 block: inactive; Kir21 inh: -0.88

Results for COc1cc2c(c(OC)c1OC)-c1ccc(OC)c(=O)cc1[C@@H](N(C)CC#CCO)CC2 ?
KCNQ2 block: inactive; Kir21 inh: 0.02

Results for S=c1[nH]nc(-c2cc(-c3ccsc3)n[nH]2)n1-c1ccccc1 ?
KCNQ2 block: inactive; Kir21 inh: -0.18

Results for O=C1C=C(NCCN2CCOCC2)CC(c2ccccc2)C1 (stereo not drawn) ?
KCNQ2 block: inactive; Kir21 inh: -0.18

How did CCC(=O)N1c2ccc(C)cc2C2=NNC(=S)NC21O (stereo not drawn) do in these assays?
KCNQ2 block: inactive; Kir21 inh: 0.17

How did O=C(CCCOc1ccccc1)Nc1nnc(C2CCCO2)s1 (stereo not drawn) do in these assays?
KCNQ2 block: inactive; Kir21 inh: -3

What do the screens show for `COc1ccc(CC(=O)Oc2ccc(C)cc2Br)cc1OC`?
KCNQ2 block: inactive; Kir21 inh: 0.05

Results for CC(C(=O)NCc1ccco1)n1ccc2cc(S(=O)(=O)N3CCCC3)ccc21 (stereo not drawn) ?
KCNQ2 block: inactive; Kir21 inh: 0.02

How did CCOC(=O)CCNCc1ccc(OC)c(OC)c1 do in these assays?
KCNQ2 block: inactive; Kir21 inh: -0.12

How did Cc1ccc(C(=O)c2nc3c(n2O)CCCC3)cc1 do in these assays?
KCNQ2 block: inactive; Kir21 inh: -0.33

What do the screens show for `CCc1ccc(N(CC(=O)NCc2ccco2)C(=O)CCC(=O)Nc2ccccn2)cc1`?
KCNQ2 block: inactive; Kir21 inh: 0.03

How did NS(=O)(=O)c1cccc(NC(=O)CCSc2ccccc2Cl)c1 do in these assays?
KCNQ2 block: inactive; Kir21 inh: -2.9

What do the screens show for `COc1cc(C(=O)NC2CC3CCCC(C2)N3C2CC2)cc(OC)c1OC` (stereo not drawn)?
KCNQ2 block: inactive; Kir21 inh: -0.54

Results for CCOC(=O)c1c(C)[nH]c(C(=O)COC(=O)CCC2CCCC2)c1C ?
KCNQ2 block: inactive; Kir21 inh: -0.51

How did CCCC(C)c1nnc(NC(=O)C2CCCO2)s1 (stereo not drawn) do in these assays?
KCNQ2 block: inactive; Kir21 inh: -0.45

How did O=C(NCCc1ccccc1)C1CCN(S(=O)(=O)N2CCCCC2)CC1 do in these assays?
KCNQ2 block: inactive; Kir21 inh: -0.23

Results for CC(=O)NC(CCCN1C(=O)c2ccccc2C1=O)c1nnn(C)n1 (stereo not drawn) ?
KCNQ2 block: inactive; Kir21 inh: 1.6

What do the screens show for `COc1ccc(C2Nc3ccccc3C(=O)N2NS(=O)(=O)c2ccc(C)cc2)c(OC)c1` (stereo not drawn)?
KCNQ2 block: inactive; Kir21 inh: -0.02

Results for COc1ccc(-c2nc(CNS(=O)(=O)c3ccc(OC)c(OC)c3)cs2)cc1 ?
KCNQ2 block: inactive; Kir21 inh: 0.23

What do the screens show for `O=c1c2ccccc2nc(SCc2ccc([N+](=O)[O-])cc2)n1-c1ccccc1`?
KCNQ2 block: inactive; Kir21 inh: 0.37

What do the screens show for `CC(C)(C)c1ccc(COC(=O)CNC(=O)CNC(=O)Cc2ccccc2)cc1`?
KCNQ2 block: inactive; Kir21 inh: 0.91

Results for Cc1nn(C)cc1CNC(=O)c1ccc(F)cc1 ?
KCNQ2 block: inactive; Kir21 inh: -0.39

What do the screens show for `Cc1ccc(CN2CCC(=O)N2)cc1`?
KCNQ2 block: inactive; Kir21 inh: 0.36

Arranged by SMILES length (low to high): some entries from above.
Results for Cc1nn(C)cc1CNC(=O)c1ccc(F)cc1 ?
KCNQ2 block: inactive; Kir21 inh: -0.39

Results for CCOC(=O)c1c(C)[nH]c(C(=O)COC(=O)CCC2CCCC2)c1C ?
KCNQ2 block: inactive; Kir21 inh: -0.51

What do the screens show for `CC(C)(C)c1ccc(COC(=O)CNC(=O)CNC(=O)Cc2ccccc2)cc1`?
KCNQ2 block: inactive; Kir21 inh: 0.91

Results for COc1ccc(-c2nc(CNS(=O)(=O)c3ccc(OC)c(OC)c3)cs2)cc1 ?
KCNQ2 block: inactive; Kir21 inh: 0.23

(further entries)
What do the screens show for `COc1ccc(C(C(=O)NC2CCCC2)N(CCO)C(=O)Cn2nnc(-c3ccc(C)o3)n2)cc1` (stereo not drawn)?
KCNQ2 block: inactive; Kir21 inh: -2.1

How did COC(=O)c1nc(N)sc1C(C)C do in these assays?
KCNQ2 block: inactive; Kir21 inh: -1

Results for O=C1NC(=O)c2cc(NC(=O)c3cccc4ccccc34)ccc21 ?
KCNQ2 block: inactive; Kir21 inh: -0.54

How did CC(C)C1Nc2ccc(C(=O)NCc3ccco3)cc2NC1=O (stereo not drawn) do in these assays?
KCNQ2 block: inactive; Kir21 inh: 1.6

Results for COc1ccc(N2CCN(c3nc4c(c(=O)n(C)c(=O)n4C)n3CCCc3ccccc3)CC2)cc1 ?
KCNQ2 block: inactive; Kir21 inh: 0.38

How did CCN(CC)S(=O)(=O)c1cccc(-c2nc3n(n2)Cc2ccccc2-3)c1 do in these assays?
KCNQ2 block: inactive; Kir21 inh: 1.3

How did O=C(Nc1ccncc1)c1ccc(Cl)c(S(=O)(=O)N2CCCCC2)c1 do in these assays?
KCNQ2 block: inactive; Kir21 inh: -1.5

Results for O=C(Nc1cccc(-c2cscn2)c1)C1CCN(Cc2ccccn2)CC1 ?
KCNQ2 block: inactive; Kir21 inh: 0.06

How did COc1ccc(CCn2ccc(O)c(Cc3ccc(Cl)cc3Cl)c2=O)cc1OC do in these assays?
KCNQ2 block: inactive; Kir21 inh: 0.4

What do the screens show for `O=C(NCc1ccccc1Cl)c1ccc(CSc2nc3ccncc3[nH]2)cc1`?
KCNQ2 block: inactive; Kir21 inh: -0.83

Results for Cc1cccc(C)c1Nc1nnc(SCC(=O)c2ccc(Br)s2)s1 ?
KCNQ2 block: inactive; Kir21 inh: -0.1

What do the screens show for `COCCCN(Cc1ccco1)C(=O)Cn1ncc2c(=O)oc3ccc(C)cc3c21`?
KCNQ2 block: inactive; Kir21 inh: -0.05

What do the screens show for `O=c1[nH]c(N2CCOCC2)nc2c1CCCC2`?
KCNQ2 block: inactive; Kir21 inh: -0.07

How did CCC(C(=O)NCc1ccccc1OC)c1ccccc1 (stereo not drawn) do in these assays?
KCNQ2 block: inactive; Kir21 inh: -1.7

How did C/C(=N/NC(=O)c1ccccc1)C(=O)O do in these assays?
KCNQ2 block: inactive; Kir21 inh: 0.17

What do the screens show for `COC(=O)c1ccc(C(=O)OC)c(NC(=S)N2CCC(C)CC2)c1`?
KCNQ2 block: inactive; Kir21 inh: -0.68

Results for CC(=O)Nc1ccc(S(=O)(=O)NCC2CCC(C(=O)NCc3ccccc3)CC2)cc1 (stereo not drawn) ?
KCNQ2 block: inactive; Kir21 inh: 0.13

What do the screens show for `FC(F)(F)c1nnc2c(Sc3ccc(Cl)cc3)nc3ccccc3n12`?
KCNQ2 block: inactive; Kir21 inh: -0.05

How did CCOC(=O)c1c(C=O)c(C)n(Cc2ccc(C)cc2)c1C do in these assays?
KCNQ2 block: inactive; Kir21 inh: -1.6

How did Cc1ccc(-c2cc(C(=O)NCCCN3CCOCC3)no2)cc1 do in these assays?
KCNQ2 block: inactive; Kir21 inh: 0.37

What do the screens show for `CSC(=S)N(C)C1CCS(=O)(=O)C1` (stereo not drawn)?
KCNQ2 block: inactive; Kir21 inh: -0.03

The order is random, and some 1.9% of all compounds hit somewhere here.
